Source: PubChem BioAssay (several laboratories)
Peg3 promoter – inhibitors of Peg3 promoter. HeLa PEG-Prom luciferase reporter, luminescence, overnight. inhibition, % at 20 µM. actives 1.7% (n = 360,000). AID 588405;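 active = inhibition of at least 50% at 20 µM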
Shn3 inh set2 – inhibitors of Schnurri-3 3'UTR reporter in osteoblasts | inhibition, % at 12.5 µM | actives 0.52% (n = 360,000) | Clone20 osteoblast Shn3 3'UTR firefly luciferase, 24 h;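 active = mean inhibition of at least 75% with every replicate also reaching 75%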;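 also: 0% = median of neutral control wells and 100% = pilot-screen positive control compound; some compounds past the cut are filed as inactive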
NR2E3 ag-1 – human photoreceptor-specific nuclear receptor agonism; CHO-S Gal4-NCOR/VP16-NR2E3 two-hybrid, luciferase; inhibition of corepressor binding, % at 3.98 µM; actives 0.35% (n = 360,000); AID 602229;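 active = inhibition above the mean of all tested compounds plus 3 SD, cut at about 70% in these data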;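 also: 0% = DMSO with NR2E3 transfected cells and 100% = cells lacking NR2E3 construct; higher means lower luciferase signal from less NR2E3 corepressor binding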
Target sequence (Q9Y5X4 whole entry, looked up, the tested form may be a part): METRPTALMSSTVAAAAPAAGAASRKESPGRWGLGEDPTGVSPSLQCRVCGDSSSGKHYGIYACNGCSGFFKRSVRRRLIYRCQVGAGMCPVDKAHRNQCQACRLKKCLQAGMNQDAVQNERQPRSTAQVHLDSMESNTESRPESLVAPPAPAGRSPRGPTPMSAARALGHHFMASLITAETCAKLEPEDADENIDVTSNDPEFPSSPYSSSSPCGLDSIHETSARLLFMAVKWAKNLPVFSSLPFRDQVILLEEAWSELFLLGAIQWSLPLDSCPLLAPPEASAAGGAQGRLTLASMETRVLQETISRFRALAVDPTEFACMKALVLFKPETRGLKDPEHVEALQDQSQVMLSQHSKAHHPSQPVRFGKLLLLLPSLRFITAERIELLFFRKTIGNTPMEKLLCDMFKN
KKLEB tox – CF airway cell cytotoxicity counter-screen. KKLEB CF airway cells viability, ATPlite luminescence, overnight; active compounds read low; cells stimulated with P. aeruginosa culture filtrate. actives 0.36% (n = 360,000). activity change (cytotoxicity), % at 5 µM;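 active = corrected activity change at or below -50% at 5 µM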
PDI turbidity – PDI (human) enzyme inhibition; AID 588391; inhibition, % at 10 µM; actives 0.052% (n = 350,000); P07237; PDI insulin aggregation turbidity, A650, 90 min;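 active = mean inhibition across replicates of 30% or more, whatever share of single replicates reach that level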;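 also: absorbance from insulin aggregation driven by PDI reduction with DTT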
Target sequence (P07237 whole entry, looked up): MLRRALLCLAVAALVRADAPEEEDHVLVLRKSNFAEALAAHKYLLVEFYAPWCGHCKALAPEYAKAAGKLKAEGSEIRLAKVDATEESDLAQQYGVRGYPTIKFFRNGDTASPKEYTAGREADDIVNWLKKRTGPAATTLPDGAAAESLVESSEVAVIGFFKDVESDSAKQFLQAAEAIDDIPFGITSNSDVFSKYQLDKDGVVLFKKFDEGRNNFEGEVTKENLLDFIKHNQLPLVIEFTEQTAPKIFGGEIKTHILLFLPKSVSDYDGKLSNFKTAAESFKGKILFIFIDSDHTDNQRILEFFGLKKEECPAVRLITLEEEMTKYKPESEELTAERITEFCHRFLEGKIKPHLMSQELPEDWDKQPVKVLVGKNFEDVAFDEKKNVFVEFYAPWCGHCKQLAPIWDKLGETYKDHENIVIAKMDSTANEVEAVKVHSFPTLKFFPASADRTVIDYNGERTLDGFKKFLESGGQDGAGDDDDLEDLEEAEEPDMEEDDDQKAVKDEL
Vif inh – HIV Vif inhibition; HEK293T cells, Vif self-association by quenched fluorescence, imaging, 24 h; inhibition, % at 7.49 µM; actives 0.35% (n = 340,000); in the data active = inhibition above about 50%, passing the limit was not always enough; also: some results filed as inactive read as strong as hits
HIF-2a block – inhibitors of HIF-2a; 786-0 RCC cells HIF-2a reporter, luciferase luminescence, overnight; inhibition, % at 18.8 µM; actives 0.72% (n = 360,000); AID 624352;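 active = inhibition of the luminescence signal of 40% or more relative to plate controls, in a single-dose primary screen at 18.75 µM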
MITF TRPM1 inh – inhibitors of MITF-driven TRPM1 promoter in melanoma cells | SK-MEL-5 TRPM1 promoter luciferase, 24 h | inhibition, % at 12.5 µM | actives 0.83% (n = 330,000);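 active = mean inhibition across replicates of 60% or more, whatever share of single replicates reaches that level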; also: values of inactives mirror those of a sister screen read the other way
CaV13 FRET inh – Primary screen for inhibitors of IQ motif and Ca2+-dependent inactivation inhibitor domain binding in CACNA1D, Förster resonance energy transfer in living cells, …; HEK cells, CFP/YFP FRET ICDI-IQ, plate reader, 10 min; percent FRET-ratio fall versus neutral wells; inhibition, % at 12.3 µM; actives 0.098% (n = 340,000); AID 743397;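 active = mean replicate inhibition of at least 30% and at least 1% of replicates passing that level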;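 also: 0% = median of the neutral control wells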
NR2E3 ag-2 – agonists of human nuclear receptor NR2E3; Q9Y5X4; actives 0.12% (n = 320,000); inhibition of corepressor binding, % at 4.78 µM; AID 2300; GST-NR2E3/biotin-RetCOR TR-FRET, 1536-well;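 active = percent inhibition above the cutoff of mean plus 3 SD of all tested compounds, set per screening campaign, cut at about 20% in these data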;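 also: 0% = DMSO wells and 100% = biotin wells as full block of FRET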
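Test system: GST-NR2E3 and biotin-RetCOR proteins | Quantity: 1.35 nM GST-tagged NR2E3 final | Medium: Tris pH 7.5 | Also added: 7 nM biotin-RetCOR | Dosing: Compound at 4.8 µM, single dose | Timing: 5 h at 4 °C | Detection: Time-resolved FRET | Read-out basis: Percent inhibition | Benchmarks: Biotin wells as high control, 0.6% DMSO wells as low control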
CF NFkB inh – blocks PAF-induced NF-kB reporter in cystic fibrosis cells. KKLEB NF-kB-GFP reporter, GFP fluorescence overnight. inhibition, % at 5 µM. actives 0.86% (n = 360,000);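 active = at least 50% inhibition at 5 µM, scaled per plate between neutral and stimulator controls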;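 also: PAF is a Pseudomonas aeruginosa culture filtrate used as stimulus; plate controls were PAF-stimulated DMSO wells for no effect and unstimulated DMSO wells for full effect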
Numbers without * were called inactive; / = not tested or not shown.

SMILES	Peg3 promoter	Shn3 inh set2	NR2E3 ag-1	KKLEB tox	PDI turbidity	Vif inh	HIF-2a block	MITF TRPM1 inh	CaV13 FRET inh	NR2E3 ag-2	CF NFkB inh
COc1ccc(N2C(=O)C3C(c4ccc(C(=O)O)cc4)NC(Cc4ccccc4)(C(=O)O)C3C2=O)c([N+](=O)[O-])c1 (stereo not drawn)	2	3	-33	0	7	-2	8	9	-5	-2	2
CSc1nsc(/C=C/Nc2cccc(Cl)c2)c1C#N	-4	7	-22	0	-3	-3	7	22	-6	0	-20
CCOC(=O)N1CCN(S(=O)(=O)c2cc(C)c(C)cc2C)CC1	3	8	-18	2	8	/	15	3	-4	2	-5
Cc1ccc(C)c(OCC(=O)NCCNC(=O)COc2cc(C)ccc2C)c1	-25	3	6	-18	2	-16	-17	9	-5	1	11
CC(=O)c1cccc(NC(=S)NC(=O)c2ccccc2)c1	-327	-63	-64	5	-2	-3	-277	-88	-5	1	2
NC(=O)CSc1oc(-c2ccc(F)cc2)nc1S(=O)(=O)c1ccccc1	22	-45	0	5	-10	/	8	13	-3	1	-13
O=C1OCc2cccc([N+](=O)[O-])c21	11	-4	6	11	-1	8	4	2	-1	-3	-7
COC(=O)c1sccc1S(=O)(=O)Nc1ccc(C)cc1	10	0	-5	-4	-2	-4	9	-1	-5	4	-2
Cc1ccc(Nc2ccc(C(=O)N3CCCC3)cn2)c(C)c1	-9	-19	-43	-1	27	-7	-47	9	-1	0	5
Cc1cc2nc(N)sc2cc1C	-239	-31	-89	11	-8	11	-174	-44	-7	-1	0
Cc1cccc(C(=O)Nc2ccccc2C(=O)NCc2ccco2)c1	1	15	-21	9	3	-15	-39	2	/	-2	-32
Cc1ccccc1/C(N)=N/O	12	1	-12	6	15	4	23	4	-16	-1	15
Cc1ccc(C)c(NC(=O)CSc2nnc(NC(=O)C3CC3)s2)c1	12	30	-14	-8	-9	-3	6	5	-3	3	-3
CN1CCc2c(sc(NC(=O)Cc3ccccc3)c2C#N)C1	1	-4	-16	-7	/	-4	-4	/	120*	0	-4
COc1ccc(/C=C2\SC(=S)N(C(C(=O)O)c3ccccc3)C2=O)c(OC)c1 (stereo not drawn)	3	-1	-2	7	-1	-13	8	-4	-3	-5	0
Cc1cc(C(=O)COC(=O)Cc2n[nH]c(=O)c3ccccc23)c(C)n1-c1ccc2c(c1)OCCO2	25	25	-21	4	-3	-13	-2	11	-5	-4	10
COc1ccc(C(C)NC(=O)Cc2cccs2)cc1 (stereo not drawn)	18	-2	0	-4	-66	11	20	-1	2	1	-26
COc1ccc(S(=O)(=O)Nc2ccc3c(c2)C(=O)N([C@H](C)CO)C[C@H](C)[C@@H](CN(C)S(=O)(=O)c2cn(C)cn2)OCCCC[C@H](C)O3)cc1	1	1	-25	-2	2	-3	-4	/	-7	/	-10
O=S(=O)(c1ccc(Oc2ccc3oc4ccccc4c3c2)nc1)N1CCCC1	15	10	4	7	-1	-2	14	4	-7	-2	4
Cc1ccc(NC(=O)C(C)c2ccc(-c3ccccc3)c(F)c2)cc1 (stereo not drawn)	20	51	74*	-4	17	-4	17	17	/	0	-5
CCCC(=O)n1nc(-c2cccnc2)nc1NCc1ccccc1	9	-10	0	-16	-4	18	0	0	-9	/	3
O=C(COc1ccc2ccc(=O)oc2c1)Nc1ccc(N2CCOCC2)cc1	2	14	-2	2	5	7	8	1	-5	-1	-4
Cc1ccc(NC(=O)C[n+]2ccccc2)cc1[N+](=O)[O-]	7	-4	-16	2	-3	4	14	1	-5	1	-17
COc1ccc(-n2ccnc2SCC(=O)c2c(N)n(C3CC3)c(=O)[nH]c2=O)cc1	-2	-13	-29	4	3	2	10	/	-12	/	-10
Cc1ccc(S(=O)(=O)N2CCN(C)CC2)c(C)c1	6	-16	3	-5	-3	16	13	4	-6	-3	-17
COc1ccc(CC(=O)NCc2ccc(-n3cccc3)cc2)cc1OC	-1	16	-6	-14	-12	9	15	28	-12	-2	26
COc1ccc(Oc2nc(C)cc(C)c2S(=O)(=O)c2ccc(C)cc2)cc1	13	9	-1	-9	8	3	18	-3	/	4	2
Cc1cccc(C)c1NC(=O)N1CCC(c2nc3ccccc3o2)CC1	4	4	-14	-13	2	-6	3	6	-9	-1	-1
CCCCN(CCCNC(=O)C1CCCN(S(=O)(=O)CCC)C1)Cc1ccccc1 (stereo not drawn)	-2	9	-19	-4	1	2	17	-11	-21	-1	4
C(=N\NC1=Nc2cccc3cccc1c23)/c1cccnc1	-215	-68	-111	7	0	-10	-280	-23	-36	-5	-27
CCc1ccc(OCCOCC(O)CN2CCN(Cc3ccc(Cl)cc3)CC2)cc1 (stereo not drawn)	31	12	1	9	8	-3	2	4	-3	-1	-1
COc1ccc(CN(C(=O)CN2C(=O)c3ccccc3S2(=O)=O)C(C(=O)NCC2CCCO2)c2ccncc2)cc1 (stereo not drawn)	15	1	21	4	15	4	21	2	-9	3	-7

Only PDI turbidity and Vif inh (two entries from above):
mol | PDI turbidity | Vif inh
COc1ccc(Oc2nc(C)cc(C)c2S(=O)(=O)c2ccc(C)cc2)cc1 | 8 | 3
COc1ccc(CN(C(=O)CN2C(=O)c3ccccc3S2(=O)=O)C(C(=O)NCC2CCCO2)c2ccncc2)cc1 (stereo not drawn) | 15 | 4

Next part.
SMILES	Peg3 promoter	Shn3 inh set2	NR2E3 ag-1	KKLEB tox	PDI turbidity	Vif inh	HIF-2a block	MITF TRPM1 inh	CaV13 FRET inh	NR2E3 ag-2	CF NFkB inh
Cc1cc(C(=O)N2CCC2(C)C(=O)Nc2cccc3c2CCCC3)nn1C (stereo not drawn)	-7	-18	-3	4	0	7	16	/	-6	/	24
CCC1CCCCN1CCNC(=O)C1CCN(S(=O)(=O)c2c(C)noc2C)CC1 (stereo not drawn)	1	0	-25	2	26	-10	15	11	-4	3	-11
CC1Sc2ccc(C(=O)Nc3cc(S(C)(=O)=O)ccc3Cl)cc2NC1=O (stereo not drawn)	0	8	-2	15	-2	15	-12	-21	-3	2	-2
COc1ccc(C(=O)Nc2c(N)nc(SCC(=O)Nc3ccc(NC(C)=O)cc3)[nH]c2=O)cc1OC	12	-14	-29	1	-9	16	7	1	-2	4	-4
Cc1cccc(/C(N)=N/OC(=O)c2cccc3ccccc23)c1	0	-54	-18	38	-8	6	-189	-33	-7	0	20
Fc1ccccc1NC(=S)N1CCN(Cc2ccc3c(c2)OCO3)CC1	8	6	-14	3	-3	-8	15	7	-21	3	-6
COc1ccc(Cl)cc1NC(=O)CN(C)C(=O)C12CC3CC(CC(Cl)(C3)C1)C2	25	17	5	4	2	-18	24	-8	-9	/	-10
C/C(=N\NC(=O)c1nnn(-c2nonc2N)c1C(C)C)c1ccc2ccccc2c1	-4	-3	18	7	-3	4	6	-8	-3	0	2
Cc1cc2c(c(=O)o1)C(C(C)C)C(C#N)=C(N)O2 (stereo not drawn)	20	6	1	-2	1	-3	13	6	-4	8	5
CCn1nc(C)c(CN2CCCCC2C(=O)Nc2ccc(Oc3cccnc3)cc2)c1C (stereo not drawn)	2	36	-16	4	4	-5	8	0	/	1	-10
Cc1nnc(NC(=O)CCC(=O)NCc2ccco2)s1	12	-12	10	-6	-16	-16	6	11	/	5	11
Cc1cc(SCC2=NNC(=O)C2)c(Cl)cc1Cl	3	/	-1	1	-6	7	6	-7	-5	1	-22
Cc1nc(SCC(=O)N2CCc3ccccc3C2)c2c(C)c(C)sc2n1	7	13	16	8	2	-4	17	10	-4	-2	-11
Cc1nc2ccc3nc(NC(=O)c4ccco4)sc3c2s1	-256	10	-127	10	-18	/	-294	-64	-7	-89	-18
CN1CCN(C2=C(Cl)C(=O)N(c3ccc(Cl)cc3)C2=O)CC1	9	-12	-13	0	-5	8	5	-17	/	-1	18
COc1ccc(N2C(=O)[C@@H]3[C@H](C2=O)[C@H]2C=CC=NN2[C@@H]3C(=O)Nc2ccc(Cl)cc2)cc1	6	-12	-1	-3	-5	47	-3	/	-3	2	2
NCC(=O)N1CCC(C(=O)N[C@@H](Cc2c[nH]c3ccccc23)C(=O)O)CC1	-9	7	-6	6	9	-12	26	8	-20	/	-6
Cc1cc2c(NC(=O)Nc3ccc(C(F)(F)F)cc3)cccc2nn1	6	-3	-1	-2	0	0	-2	3	-4	0	2
CC1=N/C(=C\c2ccc3c(c2)OCO3)C(=O)N1c1ccc(C(=O)O)cc1	-7	4	0	6	-2	5	6	-19	-19	1	-3
CCOC(=O)[C@H]1[C@H]2COc3ccccc3[C@@H]2N2C(=O)[C@@H](C)NC(=O)[C@@]12C	-1	-14	4	10	6	-3	7	-11	-5	/	-1
COc1ccc(N=CC=C2OC(C)(C)C(C)(C)O2)cc1OC	8	-4	-12	6	-1	3	1	15	-21	-6	-20
S=c1nc(Cc2ccccc2)[nH]c2ccccc12	1	-1	-7	-6	15	68*	11	8	-5	23*	-4
CCOC(=O)N1CCN(c2c(NCCc3ccc(OC)c(OC)c3)c(=O)c2=O)CC1	24	-1	18	-12	4	7	16	-6	-7	-3	22
CCN(CC)C(=O)c1csc(Nc2ccc(C)cc2)n1	-28	-3	-12	-19	-2	-18	-33	-9	-4	0	9
Cc1ccc(NC(=O)CCc2c(C)nc3ncnn3c2C)nc1	2	3	-1	-8	-1	15	20	-6	-6	0	1
O=C(CNC(=S)N(Cc1ccccc1Cl)C1CCCC1)NCCCN1CCOCC1	14	-3	-12	6	5	2	18	10	-2	1	-3
O=C(c1ccc(Cl)c([N+](=O)[O-])c1)N(Cc1ccc(Cl)cc1)C1CCS(=O)(=O)C1 (stereo not drawn)	16	-9	-15	6	-8	-1	2	-2	-5	2	-7
Cc1nc2ccc(C(=O)N3CCCC(CO)(Cc4ccc(F)cc4F)C3)cc2nc1C (stereo not drawn)	-9	0	8	0	2	4	6	5	-7	-2	12
CCN(CC)S(=O)(=O)c1ccc(OC)c(NC(=O)Cc2cccs2)c1	21	-21	-14	3	3	-4	12	0	-6	-2	-7
CC(=O)n1nc(-c2ccccc2)cc1-c1ccccc1	-286	-115	-102	16	-3	-3	-271	-50	-5	0	2
Cc1[nH]c(=O)[nH]c(=O)c1S(=O)(=O)N1CCC(C(=O)N2CCN(Cc3ccccc3)CC2)CC1	12	-7	-53	2	-6	-1	15	6	/	2	-10
C=CCN=c1sc(C(=O)OC)cc(=O)n1CC=C	-7	1	-25	-20	-2	4	12	-1	-7	1	24
c1ccc(COc2ccc(OCCN3CCCCC3)cc2)cc1	-92	-18	-19	-2	2	0	-136	-11	-5	-2	12
